From PubChem
West Nile virus CPE = inhibition of WNV-induced cytopathic effect – cell-based, CPE readout (AID 1621); West Nile virus-infected cells, CPE inhibition; higher % means a stronger effect; CPE inhibition, % at 10 µM, or IC50 in µM where a hit was titrated; actives 0.02% (n = 290,000); in the data active = a potency from the dose series; inconclusive = CPE inhibition mostly from about 3.7% at the one dose, without a potency; inactive = the rest, 99 in 100 with CPE inhibition below about 2.2%; also: strong numbers were not always called active
KOR beta-arrestin-1 = KOR antagonists, beta-arrestin recruitment, cell-based, luminescence, uHTS (AID 1778); KOR beta-arrestin recruitment, luminescence, antagonist mode; higher % means a stronger effect; one-dose inhibition, % at 10 µM; IC50 in µM for titrated hits; actives 0.091% (n = 290,000); in the data active = inhibition above about 50%; also: strong numbers were not always called active
NTR1 ag = NTR1-driven beta-arrestin-GFP spot formation – imaging, U2OS cells, high content, primary screen (AID 493036) | activation, % at 20 µM | agonist mode | actives 0.17% (n = 330,000) | P30989;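 active = activation at or above 40% of the spot to cytoplasm intensity ratio, with at least 20 cells analyzed; inconclusive = wells under 20 cells, flagged as cytotoxic or low count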;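 also: 0% = DMSO without peptide and 100% = 100 nM NTR1 peptide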
Target sequence (P30989 whole entry, looked up): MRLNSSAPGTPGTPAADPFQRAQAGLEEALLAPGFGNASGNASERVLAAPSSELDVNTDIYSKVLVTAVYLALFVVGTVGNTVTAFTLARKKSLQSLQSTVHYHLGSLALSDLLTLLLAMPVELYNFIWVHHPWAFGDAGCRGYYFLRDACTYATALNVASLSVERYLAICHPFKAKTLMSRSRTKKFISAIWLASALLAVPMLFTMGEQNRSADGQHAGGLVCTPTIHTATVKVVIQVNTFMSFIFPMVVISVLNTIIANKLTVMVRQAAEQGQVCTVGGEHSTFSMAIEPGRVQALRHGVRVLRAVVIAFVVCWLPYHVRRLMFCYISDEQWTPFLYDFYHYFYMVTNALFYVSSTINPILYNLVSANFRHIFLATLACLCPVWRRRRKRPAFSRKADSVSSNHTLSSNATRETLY
GPR55 antagonists = GPR55 antagonists blocking LPI-driven arrestin recruitment, primary screen, imaging, U2OS, beta-arrestin-GFP, LPI agonist (AID 2013). U2OS GPR55 beta-arrestin-GFP translocation imaging, LPI antagonism; higher % means a stronger effect. one-dose inhibition, % at 10 µM; IC50 in µM for titrated hits. actives 0.13% (n = 290,000);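 active = spots per cell inhibited over 60%, with over 100 cells counted and total cytoplasm intensity under 500,000; inconclusive = wells with under 100 cells, flagged as likely toxic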;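 also: U2OS cells stably carrying GPR55 and arrestin-GFP stimulated by 5 µM LPI near EC80; imaged beta-arrestin-GFP aggregate spots per cell after agonist stimulation; plate controls were LPI-stimulated DMSO wells for no effect and DMSO wells without LPI for full effect; some results filed as inactive read as strong as hits; confirmed hits need IC50 under 10 µM and bright autofluorescent wells are also inconclusive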
KOR beta-arrestin-2 = kappa opioid receptor activators – cell-based, luminescence, uHTS, primary screen (AID 1777) | actives 0.02% (n = 280,000) | KOR beta-arrestin recruitment, luminescence; higher % means a stronger effect | one-dose activation, % at 10 µM; EC50 in µM for titrated hits; in the data active = activation above about 50%, passing the limit was not always enough; also: a part of the inactive calls stands beside numbers as strong as those of hits
GPR35 antagonists = GPR35 antagonists blocking zaprinast-driven arrestin recruitment, primary screen, imaging, U2OS, beta-arrestin-GFP, zaprinast agonist (AID 2058) | inhibition, % at 10 µM; hits with a dose series show IC50 in µM | actives 0.052% (n = 290,000) | U2OS GPR35 beta-arrestin-GFP translocation imaging, zaprinast antagonism; higher % means a stronger effect;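 active = inhibition of at least 50% with at least 30 cells and total cytoplasm GFP at most 10,000,000; inconclusive = under 30 cells or total GFP of 10,000,000 plus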
T cell modulator = T cell immune modulators affecting CD8 T cell-vesicle binding; 2C CD8+ T cell-vesicle binding, flow cytometry; hits give low values; calls only at 7 µM; actives 0.068% (n = 330,000);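 active = response, share of CD8 T cells binding vesicles, and their 90th percentile fluorescence all below set limits, cut at about 80% in these data, passing the limit was not always enough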
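Material: 2C TCR transgenic mouse naive CD8+ T cells, MACS-purified. Also added: QL9-charged Drosophila Ld/ICAM-1/B7-1 vesicles. Timing: binding 1.5 h at 37 °C. Measured by: high-throughput flow cytometry with anti-B7-1 and anti-CD8 staining. Read-out: percent CD8+ FL2 mean versus row control. Controls: Unloaded micro-vesicles (low), QL9 vesicles with 0.7% DMSO (high).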
Salmonella PhoP GFP = PhoP-dependent GFP reporter repression – Salmonella Typhimurium, primary screen (AID 1863); S. Typhimurium PhoP-regulated promoter GFP reporter, 4 h; higher % means a stronger effect; inhibition, % at 50 µM, or IC50 in µM where a hit was titrated; actives 0.16% (n = 300,000);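 active = inhibition over 29.93%, a cutoff 3 SD above the screen mean, later confirmed by dose response; inconclusive = inhibition over 29.93% but no dose response follow-up; inactive = inhibition at most 29.93% or unconfirmed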;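 also: 0% = low Mg2+ inducing control and 100% = high Mg2+ repressing control; strong numbers were not always called active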
GPR55 beta-arrestin = GPR55 agonists via beta-arrestin recruitment, primary screen, imaging, U2OS cells, beta-arrestin-GFP redistribution (AID 1961); U2OS GPR55 beta-arrestin-GFP redistribution imaging; higher % means a stronger effect; activation, % at 10 µM, or EC50 in µM where a hit was titrated; actives 0.048% (n = 290,000);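 active = activation above 40% with more than 50 cells counted in the well; inconclusive = wells holding fewer than 50 cells, flagged as toxic or sparse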;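 also: U2OS osteosarcoma cells stably expressing GPR55 and beta-arrestin-GFP; plate controls were DMSO negative control for no effect and LPI positive control for full effect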
T cell modulator vesicle-bound % = recorded beside T cell modulator, whose call it bears; double positive events, %; measured here: CD8+ vesicle-bound cell fraction;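 binding gate set so that unloaded-vesicle control wells show 10% double positive cells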
NTR1 ag cell count 20 µM = recorded beside NTR1 ag, whose call it bears; cell count; measured here: cell count, cytotoxicity flag
An asterisk follows results filed as active; i = inactive; ? = inconclusive; . = not tested or not shown; [ ] = remark or other dose. An unsorted share of the library; about 0.62% have a hit in one of these screens.

SMILES,West Nile virus CPE,KOR beta-arrestin-1,NTR1 ag,NTR1 ag cell count 20 µM,GPR55 antagonists,KOR beta-arrestin-2,GPR35 antagonists,T cell modulator,T cell modulator vesicle-bound %,Salmonella PhoP GFP,GPR55 beta-arrestin
CCOC(=O)c1c(-c2ccccc2)n(C)c2ccc(O)cc12,1.0%,-10%,5.9,51,1%,-2.7%,2%,i,11,3%,-0.1%
O=C(CCNC(=O)C1CCN(S(=O)(=O)c2ccccc2)CC1)NC1CC1,1.3%,-34%,0.1,66,-2%,1.9%,-1%,i,11,-11%,-0.1%
C1CCC(C23CC4CC(CC(C4)C2)C3)NC1 (centres undefined),0.7%,17%,0.0,82,-5%,-4.6%,-5%,i,42,1%,-0.3%
COc1ccc(CCN2CC(C(=O)NCCc3ccccc3)CC2=O)cc1OC (centres undefined),0.3%,-6%,-0.6,63,10%,-3.0%,-9%,i,64,7%,-0.6%
CCCNC(=S)N1CCN(C)CC1,0.2%,-25%,-2.5,54,-3%,4.7%,0%,i,28,-2%,-0.4%
O=C(CN(C(=O)CCC(=O)Nc1ccccn1)c1ccc(F)cc1)NCCc1ccccc1,0.9%,-13%,0.6,50,-4%,-2.9%,-11%,i,17,-2%,-0.3%
COc1ccc(OCC(=O)Nc2ccc3c(c2)nc(CCn2ccccc2=O)n3C)cc1,0.4%,-11%,-0.4,56,3%,6.4%,11%,i,46,-1%,-0.1%
O=S(=O)(NC1CCCCC1N1CCN(c2ccccc2F)CC1)c1ccccc1 (centres undefined),-0.3%,-7%,1.5,62,1%,-0.6%,-18%,i,30,-9%,-0.2%
O=C(NCCCN1CCN(Cc2ccccc2)CC1)C1CCN(S(=O)(=O)N2CCC3(CC2)OCCO3)CC1,-0.4%,-5%,1.4,40,13%,-6.7%,-10%,i,23,5%,-0.2%
CCOC(=O)C1=C(C)NC(=O)C(C(N)=O)C12CCCC2 (centres undefined),1.1%,12%,1.5,83,7%,0.3%,0%,i,40,-13%,0.3%
CCCC(=O)Nc1c(-c2ccccc2)c(=O)c(C)nn1-c1ccc(Cl)cc1,-0.2%,-11%,0.3,89,4%,3.6%,-5%,i,35,-2%,0.6%
CCCC(=O)c1ccc(N2CCN(C(=O)c3ccc(Br)cc3)CC2)c(F)c1,-0.6%,-52%,3.9,60,-4%,3.6%,13%,i,20,-8%,-0.1%
C#Cc1ccc(C(=O)Nc2ccc(N3CCC(C)CC3)c(C(N)=O)c2)cc1,-0.4%,-16%,5.0,45,1%,-3.0%,12%,i,50,-12%,0.5%
O=C(N=C1SC2CS(=O)(=O)CC2N1c1cccc(Cl)c1Cl)C1CCCO1 (centres undefined),-0.1%,-10%,0.0,76,18%,1.8%,-13%,i,7,9%,-0.1%
C=CCOCCN(C)C1=NS(=O)(=O)c2cc([N+](=O)[O-])ccc21,0.8%,-41%[20 µM],2.0,37,5%,0.3%,6%,i,56,1%,-0.1%
COc1ccc2cc(CCNC(=O)CC(C)(C)C)c(=O)[nH]c2c1,0.1%,-10%,-0.9,41,10%,12%,-6%,i,47,5%,0.1%
CN1CCN(c2ccc(S(=O)(=O)N3CCCCC3)cn2)CC1,-0.2%,-7%,-0.3,39,14%,-8.7%,6%,i,54,6%,-0.1%
Cn1c(=O)[nH]c(=O)c2c1nc(CN1CCN(c3cccc(Cl)c3)CC1)n2CCc1ccccc1,-0.3%,18%,3.3,55,3%,-4.4%,8%,i,14,6%,0.2%
Clc1ccc2nc(-c3ccccn3)c(Nc3ccc4c(c3)OCO4)n2c1,-1.5%,16%,.,.,5%,2.6%,-2%,i,33,4%,0.2%
CC(Oc1ccccc1)C(=O)NC1CCN(Cc2ccccc2)CC1 (centres undefined),-1.2%,19%,-4.2,92,0%,0.5%,10%,i,23,-5%,-0.1%
C[C@H](NS(=O)(=O)OCC(Cl)(Cl)Cl)C1CC1c1ccccc1 (some centres undefined),-1.6%,-7%[20 µM],4.3,97,13%,-3.9%,15%,i,36,0%,0.4%
CCOC(=O)C1(S(=O)(=O)c2ccc(Cl)cc2)CCN(Cc2ccccc2)CC1,-0.7%,-12%,-2.5,106,10%,-0.8%,24%,i,32,0%,0.1%
O=C(Nc1ccc(-c2cc3ccccc3oc2=O)c(Cl)c1)c1cccnc1,-0.4%,-24%,-0.3,59,-18%,4.5%,6%,i,33,-1%,-0.2%
CCOC(=O)c1c(NC(=O)c2nc3n(n2)C(C(F)F)CC(C)N3)sc2c1CCCC2 (centres undefined),-0.5%,-40%,3.2,57,2%,.,26%,i,68,22%,0.1%
Cc1ccc(NC(=S)N2CCN(S(=O)(=O)c3ccccc3)CC2)cc1,-0.6%,-2%,-0.8,33,7%,3.1%,-4%,i,12,2%,-0.1%
CN(CC1CCOCC1)C(=O)c1ccc2nc(Cc3cccc(Cl)c3)oc2c1,-0.6%,-17%,-1.0,42,-16%,5.7%,-1%,i,31,1%,0.0%
CCCOc1ccc(C(=O)Nc2cccnc2)cc1,0.5%,2%[20 µM],-0.1,68,1%,-7.3%,3%,i,19,-3%,-0.1%
COc1ccc(N2C(=O)CC(Sc3n[nH]c(-c4ccccc4)n3)C2=O)cc1 (centres undefined),0.1%,30%,-0.5,49,-8%,1.4%,-9%,i,36,-5%,0.2%
Cc1cc(Br)ccc1NC(=O)CNC(=O)Cn1ncc(Cl)c(Cl)c1=O,-0.7%,48%,-1.3,15,5%,-4.8%,4%,i,15,-11%,0.0%
COc1ccc(C(=O)NNC2=C(C(=O)C(F)(F)F)CCC2)cc1,-0.1%,-12%,-1.3,56,3%,1.5%,3%,i,50,6%,-0.1%
CC1Cc2ccccc2N1C(=O)NC1CC(=O)N(c2ccc3c(c2)OCCO3)C1 (centres undefined),-0.8%,-2%,1.1,64,20%,-3.4%,3%,i,49,-3%,-0.6%
COc1cccc(-c2c(C(=O)N/N=C/c3ccc(C)s3)nnn2-c2nonc2N)c1,-0.5%,-11%,2.2,53,16%,-5.1%,12%,i,11,-10%,-0.2%
Cc1cccc(C(=O)Nc2nnc(Cc3c[nH]c4ccccc34)s2)c1,-0.4%,-5%,6.6,51,0%,1.9%,5%,i,18,33%,-0.3%
COC(=O)CCSc1nccn1Cc1ccccc1,0.2%,27%,-1.8,79,-4%,-1.8%,8%,i,52,-5%,-0.2%
COc1cccc(NC(=O)c2cnsn2)c1,-0.1%,5%,1.5,85,9%,-6.3%,6%,i,37,12%,-0.2%
CNC(=O)CSc1nnc(COc2ccc([N+](=O)[O-])cc2)n1C,-0.2%,-31%,1.1,31,-5%,11%,-10%,i,25,-7%,0.1%
Cc1cc(C)c(C(N)=O)c(SCC(=O)c2cc(C)c(C)cc2C)n1,-0.6%,12%,4.2,64,8%,-2.7%,6%,i,40,-10%,-0.1%
O=C(NCCc1ccccc1)c1ccc(CS(=O)Cc2cccc(Cl)c2)o1 (centres undefined),0.2%,-48%,2.2,36,0%,-0.6%,-4%,i,9,-8%,-0.3%
O=C(Nc1cccnc1)NC1CCCCC1,-0.5%,10%,0.2,46,7%,-3.1%,0%,i,19,4%,-0.5%
CCOC(=O)C1=C(O)/C(=C\c2sccc2C)N=C1C,-0.3%,18%,-2.1,64,0%,-2.0%,-2%,i,28,-28%,-0.4%
COc1ccccc1NC(=O)CSc1nc(O)cc(=O)n1C,1.2%,-6%,-1.2,50,10%,-5.1%,0%,i,9,4%,-0.1%
O=C(Nc1c(-c2ccccc2)nc2ccccn12)c1ccccc1,?,1%,1.2,47,2%,1.2%,15%,i,58,-4%,0.2%
CSc1ccc(/C=C(\C#N)C(=O)NC2CCCCC2C)cc1 (centres undefined),-1.3%,15%,15,47,14%,3.6%,4%,i,44,4%,0.4%
O=C(CCCc1ccccc1)NC12CC3CC(CC(C3)C1)C2,-0.9%,11%[20 µM],2.2,60,-10%,-2.7%,1%,i,60,-3%,1.0%
COc1ccccc1-c1noc(-c2ccccc2C(=O)N2CCOCC2)n1,0.4%,7%,-0.9,44,-6%,16%,4%,i,44,-2%,-0.1%
NC(=O)C[C@@H]1N[C@]2(C(=O)Nc3ccccc32)[C@@H]2C(=O)N(C3CCCCC3)C(=O)[C@H]12,-0.3%,2%,1.3,73,9%,1.6%,11%,i,26,-6%,-0.3%
COc1ccc(-n2ncc(C(C)NS(=O)(=O)c3ccc(C)s3)c2C)cc1 (centres undefined),-0.3%,0%,1.5,74,19%,-3.2%,7%,i,27,-5%,-0.1%
CCc1cc(CNC(=O)CCc2nnc(Cc3cccc(C)c3)o2)on1,0.3%,-35%,3.4,29,-9%,0.7%,-9%,i,44,8%,0.3%
O=C(CN1C(=O)NC2(CCSC2)C1=O)NCc1ccccc1 (centres undefined),0.0%,-3%,0.1,26,-3%,-1.0%,-8%,i,17,-2%,-0.1%
O=c1[nH]c(CSc2ncc(C(F)(F)F)cc2Cl)nc2ccccc12,-0.9%,5%,0.3,57,16%,-1.8%,-3%,i,36,6%,0.5%

Remaining list, next part.
SMILES,West Nile virus CPE,KOR beta-arrestin-1,NTR1 ag,NTR1 ag cell count 20 µM,GPR55 antagonists,KOR beta-arrestin-2,GPR35 antagonists,T cell modulator,T cell modulator vesicle-bound %,Salmonella PhoP GFP,GPR55 beta-arrestin
CCc1ccc(N(CC(=O)N2CCN(Cc3ccccc3)CC2)S(C)(=O)=O)cc1,-0.9%,-15%,1.0,65,2%,1.1%,-7%,i,41,-4%,-0.2%
CCOC(=O)N/N=C(\C)c1ccc(C)o1,-0.1%,18%,0.8,65,12%,-1.5%,-14%,i,40,6%,0.2%
CCc1nc2ccccc2c(C(=O)OCC(=O)Nc2cccc(S(=O)(=O)N3CCOCC3)c2)c1C,?,-28%,60*,66*,5%,-0.2%,-20%,i,15,-1%,-0.2%
CCCCC(=O)Nc1nnc(CCc2ccccc2)s1,-1.0%,-5%,1.0,72,-3%,5.9%,2%,i,71,2%,-0.1%
